Screening results as filed in PubChem.
KCNQ2 inh = KCNQ2 channel blockers in CHO-K1 cells – cell-based, FluxOR thallium flux, B-score, primary screen (AID 2156). O88943. 20 min; stronger effect = lower value. B-score at 10 µM. 310,000 compounds, 1.1% hits;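 active = fluorescence ratio B-score at most minus 3 library SDs, with starting brightness B-score within 2 library SDs, cut at about -5.5 in these data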
Target sequence (O88943 whole entry, looked up): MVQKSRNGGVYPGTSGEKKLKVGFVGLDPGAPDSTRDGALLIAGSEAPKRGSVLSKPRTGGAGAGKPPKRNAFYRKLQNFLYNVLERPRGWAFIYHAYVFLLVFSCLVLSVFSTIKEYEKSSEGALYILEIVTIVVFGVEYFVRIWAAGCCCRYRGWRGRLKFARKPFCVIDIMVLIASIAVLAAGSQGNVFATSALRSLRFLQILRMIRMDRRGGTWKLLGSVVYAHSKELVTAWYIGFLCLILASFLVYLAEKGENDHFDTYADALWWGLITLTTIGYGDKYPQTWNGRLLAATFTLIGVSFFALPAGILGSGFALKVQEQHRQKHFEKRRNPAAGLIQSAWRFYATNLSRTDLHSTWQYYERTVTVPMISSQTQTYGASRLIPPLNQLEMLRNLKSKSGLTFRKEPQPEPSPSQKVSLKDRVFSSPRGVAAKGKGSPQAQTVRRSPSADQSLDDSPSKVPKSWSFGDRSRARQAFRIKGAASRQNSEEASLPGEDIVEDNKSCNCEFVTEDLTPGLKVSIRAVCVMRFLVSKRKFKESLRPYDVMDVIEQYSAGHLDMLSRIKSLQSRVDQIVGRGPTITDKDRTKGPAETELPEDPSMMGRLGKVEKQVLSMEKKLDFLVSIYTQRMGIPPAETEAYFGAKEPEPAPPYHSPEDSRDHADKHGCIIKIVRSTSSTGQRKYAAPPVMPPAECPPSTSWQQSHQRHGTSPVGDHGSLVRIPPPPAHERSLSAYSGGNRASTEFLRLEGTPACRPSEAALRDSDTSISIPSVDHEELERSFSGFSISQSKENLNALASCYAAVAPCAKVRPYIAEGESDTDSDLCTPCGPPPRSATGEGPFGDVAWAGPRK
CHT inh = human CHT choline transport inhibition; Q9GZV3; CHT-expressing cells, membrane potential dye, choline response; stronger effect = lower value; B-score at 10 µM; 310,000 compounds, 0.86% hits; AID 488975;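 active = B-score over 3 SD under the library average, and starting fluorescence ratio not unusually high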;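 note: choline stimulus applied at its EC90 after an EC20 pre-addition; B-score computed on integrated fluorescence ratio after choline addition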
Active calls of the source: *; i = inactive; / = no result given.

SMILES	KCNQ2 inh	CHT inh
c1ccc2c(c1)CCNC2c1ccncc1 (configuration not stated)	i	i
CCOC(=O)c1ccc(NC2c3ncccc3C(=O)N2Cc2ccc(F)cc2)cc1 (configuration not stated)	i	i
O=C(c1cc2cc(Br)ccc2o1)N1CCOCC1	i	i
Cc1c2c(nc3c(C)cccc13)OC(C)C2 (configuration not stated)	i	i
CCOC(=O)N1CCN(CCC(=O)Nc2cc(C)ccc2OC)CC1	i	i
COc1cc(C=O)ccc1OCCOCCOc1ccc(Cl)cc1Cl	i	i
COC(=O)CSc1nc(C)c2ccc(OC)cc2n1	i	i
CCC(C(=O)NCc1ccco1)n1nc(C)n2c(cc3occc32)c1=O (configuration not stated)	i	i
O=C(NCCN1CCCCC1)Nc1ccc(F)c(Cl)c1	i	i
Cc1cc(NC(=O)COC(=O)c2c(C)nn(-c3ccccc3)c2C)no1	i	i
COC(=O)CSc1nc2ccccn2c(=O)c1C=O	i	i
COC(=O)c1ccc(NC(=O)NS(=O)(=O)c2ccc(C)cc2)cc1	i	i
COc1ccc(Cl)cc1NC(=O)C1Cc2ccccc2CN1S(C)(=O)=O (configuration not stated)	i	i
COc1ccc(/C=C/C(=O)c2ccc(NS(=O)(=O)c3ccc(C)cc3)cc2)cc1O	i	i
CC(=O)Nc1ccc(S(=O)(=O)NCC2CCC(C(=O)NCCC(C)C)CC2)cc1 (configuration not stated)	i	i
Cc1cnc(SCc2ccc(Cl)cc2Cl)[nH]c1=O	i	i
O=C(O)c1ccc(N/N=C/c2ccc3ncccc3c2)cc1	i	i
CCc1ccc(NC(=O)C(C)OC(=O)/C=C/c2cccc([N+](=O)[O-])c2)cc1 (configuration not stated)	i	i
CSc1cccc(NC(=O)COc2ccccc2)c1	/	i
OC(COC(c1ccc(F)cc1)c1ccc(F)cc1)CN1CCCC(C(F)(F)F)C1 (configuration not stated)	i	i
O=C(/C=C/c1ccccc1)NNC(=O)c1ccco1	i	i
COC(=O)/C=C/CC(C)OS(N)(=O)=O (configuration not stated)	i	i
COc1ccc(C2CC(c3ccc(C)cc3)=NN2C(=O)CCC(=O)O)cc1OC (configuration not stated)	i	i
CCOC(=O)Cc1csc(SCC(=O)NC2CCCCC2)n1	i	i
Cc1ccoc1C(=O)N1CCCC(CO)(Cc2ccc(F)cc2)C1 (configuration not stated)	i	i
O=[N+]([O-])c1ccc2nc(-[n+]3c(-c4ccccc4)cc(-c4ccccc4)cc3-c3ccccc3)[nH]c2c1	i	i
COc1cccc(/C=C2\SC(=O)N(CCC(=O)N3CCC(C(=O)O)CC3)C2=O)c1	i	i
C=CCn1c(SCC(=O)Nc2nc3ccccc3s2)nnc1-c1ccccc1O	i	i
COCC(=O)N1CCN(c2cccc(Cl)c2)CC1	i	i
COc1ccc(C(C(=O)OC(C)CN(C)C)c2ccccc2)cc1 (configuration not stated)	i	i
CCc1nnc(NC(=O)CN2CCOCC2)s1	i	i
O=C(Nc1nc(-c2ccc3c(c2)OCCO3)cs1)c1ccc(S(=O)(=O)N2CCCCC2)cc1	i	i
COc1ccc(C2=NN(S(=O)(=O)c3ccccc3)C(c3ccccc3)C2)cc1 (configuration not stated)	i	i
C=CCN(c1ccccc1Cl)S(=O)(=O)c1cc(C(=O)N2CCCC2)ccc1Cl	i	i
Cc1[nH]c2ccccc2c(=O)c1SC(F)(F)C(F)C(F)(F)F (configuration not stated)	i	i
COc1ccccc1CNC(=O)C1CCN(S(=O)(=O)c2ccc(-n3cnnn3)cc2)CC1	i	i
Cc1ccccc1-n1c2nc(=O)n(C)c(=O)c-2cc2ccccc21	i	i
Cc1cc(=O)oc(C)c1C(=O)NCc1ccccn1	i	i
COc1ccccc1N1CCN(C(=O)c2ccc(COc3cccc4c3OC(C)(C)C4)cc2)CC1	i	i
COc1ccccc1OCC(=O)Nc1cccc(S(=O)(=O)NC2=NCCCCC2)c1	i	i
O=C(CSc1nc2ccccc2[nH]1)Nc1c(F)c(F)c(F)c(F)c1F	i	i
CN(CC(=O)Nn1cnnc1)S(=O)(=O)c1ccc(Br)cc1	i	i
Fc1cc(Cl)ccc1NC1=NCCCCC1	i	i
Cc1cc(NC(=O)C2CC(=O)N(c3cccc(Cl)c3)C2)no1 (configuration not stated)	i	i
Cc1nnc(NC(=O)CCN2C(=O)/C(=C\c3ccccc3)SC2=S)s1	i	i
COc1ccccc1/C=C/C=N/NC(=O)c1ccc2nc[nH]c2c1	i	i
CCOc1ccc(N(Cc2ccc(C(=O)O)cc2)S(=O)(=O)c2ccc(C)cc2)cc1	i	i
C/C(CC(=O)Nc1cc(C)ccn1)=N\NC(=O)C(=O)NC(C)C	i	i
CCOc1cccc2sc(N(CCCN(C)C)C(=O)c3ccc(S(=O)(=O)N(C)Cc4ccccc4)cc3)nc12	i	i
Cc1ccc(S(=O)(=O)Cc2ccc([N+](=O)[O-])cc2)cc1	i	i
Cc1cn2nc(N)c3ccccc3c2n1	/	i
CCOc1ccc(C2C([N+](=O)[O-])=C(C)N(C)C(=O)N2C)cc1OC (configuration not stated)	i	i
COc1ccc(C(=O)O/N=C(\N)c2ccccn2)cc1	i	i
Cc1ccc(-n2nc3c(c2NC(=O)c2ccc4c(c2)OCO4)CS(=O)(=O)C3)cc1C	i	i
CCCCN(CC)S(=O)(=O)c1ccc(C(=O)Nc2nnc(CSC)o2)cc1	i	i
CC(C)(C)[C@H]1CCC(=O)N([C@H](CN=[N+]=[N-])Cc2ccccc2)CC1	i	-5.1*

Going on with the list.
SMILES	KCNQ2 inh	CHT inh
CN(C)/C=C(\C#N)C(=O)Nc1ccc(F)c(Cl)c1	i	i
NC(=O)C1CCN(S(=O)(=O)Cc2ccccc2Cl)CC1	i	i
CC(C)Oc1ccc(C(=O)NCc2cccnc2)cc1	i	i
COc1ccc(CN2CCC(N3CC(C)OC(C)C3)CC2)c(OC)c1OC (configuration not stated)	i	i
CC(C)(C)NC(=O)NC(=O)COC(=O)CNS(=O)(=O)c1ccc(Br)cc1Cl	i	i
CCn1c(SCCC(=O)Nc2ccccc2)nnc1-c1ccc(OC)cc1	i	i
Cc1cccc2sc(NC(=O)C3=NN(c4ccccc4)C(=O)CC3)nc12	i	i
Cc1nnc(SCC(=O)Nc2c(C)n(C)n(-c3ccccc3)c2=O)n1Cc1ccccc1	i	i
O=C(NCc1ccncc1)c1c(F)c(F)c(F)c(F)c1F	i	i
CC(=O)Nc1ccc(N2C(=O)CSC2c2ccc(F)cc2)cc1 (configuration not stated)	i	i
O=C(NNc1ncnc2c1cnn2-c1ccccc1)c1ccco1	i	i
C=CCn1c(=S)sc2c(=O)[nH]cnc21	i	i
CN1CCCC(OC(=O)COc2ccccc2)C1 (configuration not stated)	i	i
O=C(COC(=O)c1n[nH]c2ccccc12)Nc1ccc([N+](=O)[O-])cc1	i	i
CC(Oc1ccc(Cl)cc1Cl)C(=O)Nc1ccc(S(=O)(=O)Nc2cnc3ccccc3n2)cc1 (configuration not stated)	i	-9.9*
Cn1c(=O)n(C/C=C/c2ccccc2)c(=O)c2c1nc1n2CCCN1Cc1ccccc1	i	i
CCOC(=O)N1CCC(N(CCCOC)C(=O)Nc2ccc(CC)cc2)CC1	i	i
COc1cc(C)c(Br)cc1S(=O)(=O)NCc1ccccc1	i	i
CC(=O)Nc1ccc(NC(=O)CSc2nnc(NC(=O)c3ccco3)s2)cc1	i	i
Cc1ccc(SCC(=O)OCC(=O)N(CC(C)C)c2c(N)n(Cc3ccccc3)c(=O)[nH]c2=O)cc1C	i	i
Cc1cccn2c(=O)c3cc(C(=O)NC4CCCCCC4)sc3nc12	i	i
COc1ccc(C(=O)N(Cc2ccco2)Cc2cc3cc(C)ccc3[nH]c2=O)cc1OC	i	i
CC(C)(O)C#Cc1ccc(C(=O)Nc2ccc3c(c2)OCO3)s1	i	i
COc1ccccc1C(c1nnnn1CS(=O)(=O)c1ccc(C)cc1)N1CCSCC1 (configuration not stated)	i	i
Cn1c(=O)c2cc(S(=O)(=O)Nc3cc(C(=O)O)cc(C(=O)O)c3)ccc2n(C)c1=O	i	i
O=C1[C@@H]2C(Cc3ccc(O)cc3)NC3(C(=O)Nc4ccc(F)cc43)[C@@H]2C(=O)N1c1ccc(F)cc1 (some centres not stated)	i	i
c1ccc2c(N3CCCCC3)nc(N3CCCCC3)nc2c1	i	i
Nc1nc(=S)[nH]c2c1C1(CCCCC1)Cc1ccccc1-2	i	i
CC(=O)C1=C(O)C(=O)N(Cc2ccccc2)C1c1ccccc1F (configuration not stated)	i	-8.4*
O=C(COc1cc(Cl)ccc1Cl)Nc1ccc2c(c1)CCC2	i	i
Cn1c(=O)n(C)c2cc([N+](=O)[O-])c(N3CCN(S(=O)(=O)c4ccc5ccccc5c4)CC3)cc21	i	i
Nc1ccccc1NC(=O)NC(=O)c1ccccc1	i	i
c1coc(C2=Nc3cccc4cccc(c34)N2)c1	i	i
Cc1ccc(C)c(N2CN(Cc3cccnc3)CNC2=S)c1	i	i
COC(=O)c1ccc(CSc2nnc(NC(=O)C3CC(=O)N(c4ccc5c(c4)OCCO5)C3)s2)cc1 (configuration not stated)	i	i
COc1ccc(OCC(=O)NNC(=O)c2cccc(C)c2)cc1	i	i
COc1ccc(N2CCN(C(=O)c3cccs3)CC2)cc1	i	i
COC(=O)c1cc2oc(C)cc2n1CC(=O)Nc1cc(C)cc(C)c1	i	i
Cc1cc2cc(CNC(=S)Nc3ccc(OC(F)F)cc3)ccc2n1C	i	i
CS(=O)(=O)c1ccc2nc(NC(=O)c3cc4ccccc4o3)sc2c1	i	i

5 of the compounds above, with values ahead of the structure:
KCNQ2 inh | CHT inh | canonical_smiles
i | i | c1coc(C2=Nc3cccc4cccc(c34)N2)c1
i | i | Cc1ccc(C)c(N2CN(Cc3cccnc3)CNC2=S)c1
i | i | COC(=O)c1ccc(CSc2nnc(NC(=O)C3CC(=O)N(c4ccc5c(c4)OCCO5)C3)s2)cc1 (configuration not stated)
i | i | COc1ccc(OCC(=O)NNC(=O)c2cccc(C)c2)cc1
i | i | COc1ccc(N2CCN(C(=O)c3cccs3)CC2)cc1

(list continues)
SMILES	KCNQ2 inh	CHT inh
COc1cc(/C=C(/C#N)C(=O)Nc2ccc(C)cc2)ccc1Oc1nc(Cl)ncc1F	i	i
CC(=O)c1ccc(N2CCN(C(=O)c3ccc(-c4ccccc4)cc3)CC2)cc1	i	i
O=C(NNC(=S)Nc1ccccc1)c1ccncc1	i	i
Cc1ccc2cc(CN(CCCN3CCOCC3)C(=O)NC3CCCCC3)c(=O)[nH]c2c1C	i	i
Cc1ccccc1C(=O)Nc1cc(S(=O)(=O)N2CCCCC2)ccc1N1CCN(C)CC1	i	i
COc1ccc(CCNC(=O)C2c3ccccc3C(=O)N2CCC(C)C)cc1OC (configuration not stated)	i	i
CC(NC(=O)Cn1cc(C(F)(F)F)ccc1=O)c1ccc(F)cc1 (configuration not stated)	i	i
COc1ccc(N(CC(=O)NCCSC(C)(C)C)S(C)(=O)=O)c(OC)c1	i	i
CSc1nsc(SCC(=O)Nc2cc(C(=O)O)ccc2C)n1	i	i
Cc1ccc(/C=N/NC(=O)CNC(=O)COc2ccccc2)cc1	i	i
CCOc1cccc(CNc2nnnn2C)c1	i	i
Cc1cc(N2CCOCC2)ccc1/C=C1\NC(=O)N(CC(=O)Nc2ccccc2C)C1=O	i	i
COc1ccc(/C=C(\NC(=O)c2cccs2)C(=O)Nc2ccccc2C)cc1OC	i	i
CC(=O)N[C@H]1[C@H]([C@H](O)[C@H](O)CO)OC(C(=O)O)=C[C@@H]1O	i	i
COc1ccc(C2=NOC(C)(c3nnc(-c4ccncc4)o3)C2)cc1 (configuration not stated)	i	i
O=C(OCc1ccc(F)cc1)c1ccc2c(c1)-c1ccccc1C2=O	i	i

Sorted by length of the SMILES (largest number first): part of the list above
SMILES	KCNQ2 inh	CHT inh
CC(=O)N[C@H]1[C@H]([C@H](O)[C@H](O)CO)OC(C(=O)O)=C[C@@H]1O	i	i
Cc1cc(N2CCOCC2)ccc1/C=C1\NC(=O)N(CC(=O)Nc2ccccc2C)C1=O	i	i
COc1ccc(/C=C(\NC(=O)c2cccs2)C(=O)Nc2ccccc2C)cc1OC	i	i
COc1ccc(N(CC(=O)NCCSC(C)(C)C)S(C)(=O)=O)c(OC)c1	i	i
O=C(OCc1ccc(F)cc1)c1ccc2c(c1)-c1ccccc1C2=O	i	i
CSc1nsc(SCC(=O)Nc2cc(C(=O)O)ccc2C)n1	i	i

Next results follow:
SMILES	KCNQ2 inh	CHT inh
C/C(=N/Nc1nc(C)cc(-c2ccccc2)n1)c1ccco1	i	i
Cc1cccc(CN2CCN(C(=O)CCc3nnc(C4CCCCC4)o3)CC2)c1	i	i
Cc1nn(-c2ccccc2)c(N2CCCC2)c1/C=N/NC(=S)Nc1ccccc1F	i	i
Cc1ccc(F)cc1NC(=O)N1CCN(c2ccnc3cc(Cl)ccc23)CC1	i	i
CC1CC(C)CN(C(=O)CNC(=O)c2ccc3ccccc3c2)C1 (configuration not stated)	i	i
